RT RNaseH block = blocks HIV-1 RNase H cleavage of RNA/DNA duplex; actives 1.9% (n = 65,000); inhibition, % at 10 µM; P04585; AID 565; RT-RNase H RNA/DNA duplex cleavage, fluorescence; in the data active = inhibition above about 50%
RmlCD inh mix = RmlC/RmlD inhibition, mixture screen. actives 0.39% (n = 110,000). RmlC/RmlD coupled enzyme inhibition, 384-well mixture HTS. inhibition, % at 5.5 µM; in the data active = inhibition above about 30%, passing the limit was not always enough; inconclusive = no clear call, values can overlap the other calls; also: strong numbers were not always called active
Numbers without * were called inactive; ? = inconclusive; / = not tested or not shown.

SMILES,RT RNaseH block,RmlCD inh mix
Cc1cc(C(F)(F)F)c(C#N)c(Sc2ccccc2)n1,/,12
COc1cc(C(c2sc3nc(C)nn3c2O)N2CCOCC2)cc(OC)c1OC (stereo unspecified),-7,7
CCc1ccc(C(=O)Nc2nnn(CC)n2)cc1,4,5
CCOC(=O)c1csc(NC(=O)CSc2nnnn2-c2cccc(OC)c2)n1,/,-10
CCOC(=O)N1CCN(c2ccc(C(C)=O)cc2F)CC1,/,7
CCOc1ccc(-c2nc3n(c(=O)c2C#N)CCCS3)cc1,1,-8
COCCN(C(=O)CSc1nnc(Nc2ccccc2F)s1)c1c(N)n(Cc2ccccc2)c(=O)[nH]c1=O,/,7
CCOC(=O)N1CCC(NC(=O)C(C)n2c3ccccc3c3cnn(C)c(=O)c32)CC1 (stereo unspecified),-6,8
CCNC(=O)NC(=O)C(C)OC(=O)c1oc2ccc(OCC)cc2c1C (stereo unspecified),/,-10
O=C(Nc1ccc(F)cc1)c1ccccc1F,/,10
COC(=O)CC(NC(=O)c1ccco1)c1cccc2ccccc12 (stereo unspecified),/,34
CC(=O)Nc1ccc(C)cc1NC(C)=O,-12,1
O=C(Nc1ccon1)c1ccc2c(c1)OCO2,-6,28
COC(=O)c1ccccc1NC(=O)c1ccco1,-10,14
CCc1nnc(NC(=O)CSc2nc(C)c3c(c2C#N)CCCC3)s1,13,?
Cn1cnc2c(NCc3ccco3)ncnc21,/,-13
C=CCn1c(Cc2cccs2)nnc1SCC(=O)Nc1cccc(OC)c1,73*,30
Cc1[nH]cnc1CN1CCc2c(c3ccccc3n2C)C1=O,/,-10
CCOCCCNc1nc2c(c(=O)[nH]c(=O)n2C)n1CCCc1ccccc1,-1,2
CC(c1nnc(SCC(=O)NC(=O)NCc2ccco2)n1-c1ccc(Cl)cc1)N(C)C (stereo unspecified),2,7
C=C1CCN([C@@H](CC(C)C)C(=O)Nc2nc3ccc(Cl)cc3s2)S(=O)(=O)c2ccccc21,/,-11
O=C1C(=O)N(Cc2cccnc2)C(c2ccccn2)/C1=C(/O)c1ccc(Br)cc1 (stereo unspecified),-8,14
CCC(=O)Nc1cccc(C2=NOC3(C2)C[C@H](C(N)=O)N(C(=O)CC#N)C3)c1 (stereo partly specified),/,6
Cc1ccc(OCC(=O)N/N=C2\CCOc3c(C)cccc32)cc1,/,-11
CCc1nc(N)c(C#N)c(-c2ccncc2)c1C,-18,-5
Cn1c(=O)c2[nH]c(-c3cccnc3)nc2n(C)c1=O,-10,?
Cc1cc(C)c(C#N)c(N2CCN(Cc3ccc4c(c3)OCO4)CC2)n1,-19,4
CCSc1nc(N2CCOCC2)c2c(c1C#N)CC(C)(C)N(C)C2,/,6
COCC(=O)N1CCN(c2ccc([N+](=O)[O-])cc2)CC1,/,13
CCCC(=O)NCCc1cc2cc(C)c(C)cc2[nH]c1=O,-6,-1
Cc1ccc(NCc2nnc(SCC(=O)N3CCCCC3)n2CC2CCCO2)c(C)c1 (stereo unspecified),5,3
COc1cccc(CNc2nc3nc(C)cc(C)n3n2)c1,-21,4
O=C(CCC1CC(=O)Nc2ccccc21)NCc1ccccc1 (stereo unspecified),/,-2
CN(C)c1ccc(/C=N/c2cc(-c3ccccc3)nn2-c2ccccc2)cc1,/,-4
COc1ccc(C2CC(O)(c3ccccc3)Oc3cc(OC)cc(OC)c32)cc1 (stereo unspecified),/,-5
O=C(COc1ccccc1)NCC(=O)Nc1ccc(S(=O)(=O)NCc2ccco2)cc1,/,7
Cc1nc2c(C(=O)NCc3ccc4c(c3)OCO4)c[nH]n2c(=O)c1Cl,-13,-4
COc1ccc(Cl)cc1NC(=O)CCn1cnc2ccccc2c1=O,-9,-1
CCn1c(=NC(=O)CN2C(=O)CCC2=O)sc2c(C)cc(C)cc21,-12,4
NNC(=O)c1nnn(-c2nonc2N)c1-c1cccs1,/,-10
CCCc1[nH]n(-c2nc3ccccc3s2)c(=O)c1C=NCCN1CCOCC1,-1,-4
Cc1nn(-c2ccccc2)c2[nH]c(=O)c(CNCc3ccc4c(c3)OCO4)cc12,-20,8
COC(=O)CCCC1=CC2=CC(=O)C(C)(OC(=O)c3cccs3)C(=O)C2=CN1CCCOC(C)C (stereo unspecified),/,6
COc1ccc2cc(C(=O)NC3CCCCC3)c(=O)oc2c1,-6,21
O=C(NCc1ccc2c(c1)OCO2)c1c[nH]c2ccc(S(=O)(=O)N3CCOCC3)cc2c1=O,15,55
O=C(Nc1ccccc1)c1nnsc1S(=O)(=O)c1ccc(Cl)cc1,/,-20
Cc1ccccc1OCC(=O)Nc1cccc(NC(=O)c2ccco2)c1,-8,94
O=C(NCCN=C1NS(=O)(=O)c2ccccc21)c1ccc2nccnc2c1,-2,-15
CC1(C)CC(=O)C(CC2=C(O)CC(C)(C)CC2=O)=C(O)C1,-11,3
CCCC(c1nnnn1CCc1ccccc1)N1CCN(C(=O)c2ccco2)CC1 (stereo unspecified),0,-9

At a glance, part of the list above.
SMILES,RT RNaseH block,RmlCD inh mix
COc1ccc2cc(C(=O)NC3CCCCC3)c(=O)oc2c1,-6,21
O=C(NCc1ccc2c(c1)OCO2)c1c[nH]c2ccc(S(=O)(=O)N3CCOCC3)cc2c1=O,15,55
O=C(Nc1ccccc1)c1nnsc1S(=O)(=O)c1ccc(Cl)cc1,/,-20
Cc1ccccc1OCC(=O)Nc1cccc(NC(=O)c2ccco2)c1,-8,94
O=C(NCCN=C1NS(=O)(=O)c2ccccc21)c1ccc2nccnc2c1,-2,-15
CC1(C)CC(=O)C(CC2=C(O)CC(C)(C)CC2=O)=C(O)C1,-11,3

(listing goes on)
Each structure is followed by: RT RNaseH block	RmlCD inh mix
> O=C(CSc1nccc(=O)[nH]1)N1CCc2ccccc2C1
  /	4
> CCOC(=O)C(C)Oc1nc(Oc2ccccc2)nc(N(C)C)n1 (stereo unspecified)
  -14	-3
> Cc1ccc(C2Oc3ccccc3C3=C2C(c2cccs2)n2ncnc2N3)cc1 (stereo unspecified)
  /	12
> C=CCC(COCc1ccccc1)NS(=O)(=O)c1ccccc1Br (stereo unspecified)
  /	-5
> COc1cc(-c2nc3ccccc3s2)ccc1O
  /	8
> O=C1OC2(c3ccccc3)C3CCCC2C13
  -5	-9
> CC(=O)C1C2c3ccccc3OC1(C)N=c1s/c(=C/c3cn(C)nc3C)c(=O)n12 (stereo unspecified)
  -3	11
> CCCC(=O)Nc1cc(OCC)c(NC(=O)NC2CCCCC2)cc1OCC
  11	-12
> CCc1cc(=O)oc2c(C)c(O)c(CN3CCCCC3)cc12
  0	93*
> COc1ccc2nc(SCC(=O)N(C)C3CCCCC3)c(C#N)cc2c1
  6	-9
> Cc1cc(C(=O)CSc2nnnn2C)c(C)n1-c1ccc2c(c1)OCCO2
  7	-33
> CCOC(=O)N1CCN(C(=O)c2ccc(CN(c3ccccc3)S(C)(=O)=O)cc2)CC1
  -9	-13
> CCOC(=O)C(C#N)C(c1cccnc1)c1c(C)[nH][nH]c1=O (stereo unspecified)
  25	-6
> CCOC(=O)N1CCN(c2c(-c3ccc(C)c(C)c3)c(=O)c2=O)CC1
  -7	7
> CCSc1ccccc1C(=O)Nc1cccnc1
  21	-10
> CCCCn1c(=O)n(C)c(=O)c2c3c(sc21)COC(C)(C)C3
  11	-1
> O=C1c2ccccc2C(=O)N1CCc1csc(-c2ccc(F)cc2)n1
  /	-7
> c1ccc(C(c2nnnn2Cc2ccco2)N2CCN(C3CCCC3)CC2)cc1 (stereo unspecified)
  -12	10
> CCOc1ccc(N(CC(=O)N2CCc3ccccc32)S(=O)(=O)c2c(C)noc2C)cc1
  5	-5
> COc1ccc(N(CC(=O)NCc2ccco2)S(C)(=O)=O)cc1OC
  /	33
> O=C(NCCc1nc(-c2ccccc2Cl)no1)C1CCCCC1
  /	4
> O=C(NCC(F)(F)F)Nc1cccnc1
  -5	1
> COC(=O)c1ccccc1S(=O)(=O)NC(=O)c1ccccc1
  1	-5
> COc1ccc(N2C(=O)CC(N3CCC(c4nc5ccccc5[nH]4)CC3)C2=O)cc1 (stereo unspecified)
  /	-10
> O=C(Nc1ccc(Cl)cc1C(=O)c1ccccc1)c1ccc(Br)o1
  /	-1
> Cc1noc(NS(=O)(=O)c2ccc(NC(=O)COc3ccc(Cl)cc3Cl)cc2)c1C
  -47	/
> Cc1nc2nc[nH]n2c(=O)c1CC(=O)O
  /	5
> O=C1/C(=C/c2ccc(F)cc2)SC(=S)N1Nc1ncc(C(F)(F)F)cc1Cl
  /	-6
> CCOC(=O)c1csc(NC(=O)c2ccccc2)n1
  4	3
> CCn1c(COc2ccccc2)nnc1SCC(=O)c1cccc([N+](=O)[O-])c1
  /	5
> Cn1c(Cn2c(=O)sc3ccccc32)nnc1SCC(=O)NCCc1ccccc1
  -7	9
> Cc1cc(NC(=O)CSc2nc3ccccc3c(=O)n2C2CCCC2)no1
  -10	9
> CCCCN(C)Cc1c(C)[nH]c2ccc(Cl)cc2c1=O
  -3	-18
> Cc1cc(NC(=O)c2cc(-c3cccs3)on2)nn1Cc1ccc(Cl)cc1
  -5	/
> CNC(=S)N1CCN(c2cccc(OC)c2)CC1
  /	-8
> C(#Cc1ccccc1)Cn1nnc2ccccc21
  -75	-17
> CC1CCN(C(=O)CSc2ccc3nnc(-c4ccc(F)cc4)n3n2)CC1
  -7	/
> Cc1csc(C(=O)O)c1-n1cccc1
  /	-8
> COc1ccc(-c2cc(C(=O)Nc3c(C)nn(Cc4ccccc4Cl)c3C)no2)cc1OC
  -13	13
> COc1ccc(O)c(-c2cc(C(F)(F)C(F)F)nc(-c3ccccc3)n2)c1
  /	10
> Cc1onc(-c2ccccc2Cl)c1C(=O)Nc1ccccc1C(N)=O
  -15	6
> O=C(c1ccc(Cl)cc1)N1CCN(C(=O)c2ccco2)CC1
  -4	-8
> COc1cc(CCCN2C(=S)NC[C@@H]2c2ccccc2)cc(OC)c1OC
  /	-6
> C=C1CCN(C(Cc2ccccc2)C(=O)OC)S(=O)(=O)c2ccc(F)cc21 (stereo unspecified)
  /	41
> COc1ccc2cc(CN(CC3CCCO3)S(=O)(=O)c3ccccc3Cl)c(=O)[nH]c2c1 (stereo unspecified)
  /	2
> Cc1cccc(Cn2c(SCCO)nc3c2c(=O)n(C)c(=O)n3C)c1
  -5	-11
> Cc1cc(C)cc(Oc2ncnc3c2ncn3Cc2c(Cl)cccc2Cl)c1
  /	3
> CCNc1nc(NCC)n2c(SCc3nc4ccccc4c(=O)[nH]3)nnc2n1
  -4	5
> Cc1cccc(-c2noc(CN(C(C)C)S(=O)(=O)c3ccc(F)cc3)n2)c1
  -15	-4
> COC(=O)C1(C(O)C(=O)c2ccc(C)cc2C)CCCCC1 (stereo unspecified)
  4	8

(list continues)
Each structure is followed by: RT RNaseH block	RmlCD inh mix
> Cc1c(C(=O)Nc2ccccc2Cl)oc2ccc(S(=O)(=O)N3CCC4(CC3)OCCO4)cc12
  34	-7
> Clc1cccc(-c2nnc(SCc3nc4ccccc4[nH]3)n2Cc2ccco2)c1
  -14	-27
> FC(F)(F)c1cc(C(F)(F)F)n2nc(-c3sccc3-n3cccc3)cc2n1
  /	-10
> COc1ccc(CNC(=O)Cn2nc(Cc3cccnc3)c3ccccc3c2=O)cc1
  /	10
> O=C(Nc1ccc(Oc2ccc(S(=O)(=O)N3CCOCC3)cn2)cc1)c1ccco1
  4	-17
> CC(=O)c1cc(-c2ccccc2)n(CC(=O)N2CCC(C)CC2)c1C
  /	-4
> O=C(c1ccccc1NS(=O)(=O)c1ccc(F)cc1)N1CCCC1
  /	-6
> CCOC(=O)c1cc(-c2ccc(C)cc2)n(CCC(=O)NCCN(C)C)c1C
  3	?
> COc1cccc(C2CC(=O)N3CN(c4ccccc4F)CSC3=C2C#N)c1 (stereo unspecified)
  76*	-11
> OCCSc1ncnc2c1oc1ccccc12
  0	3
> CCOc1ccc2[nH]cc(S(=O)(=O)c3ccc(F)cc3)c(=O)c2c1
  2	3
> Nc1cc(N)cc(-c2nc3ccccc3o2)c1
  -6	6
> O=C(c1cc2sccc2n1Cc1ccc(F)cc1)N1CCCc2ccccc21
  /	-13
> Cc1ccccc1OCCCCCNCCO
  -13	8
> O=C(NCc1ccco1)c1cc(-c2ccco2)on1
  -7	15
> c1ccc(C(c2nnnn2Cc2ccco2)N2CCN(c3nc4ccccc4s3)CC2)cc1 (stereo unspecified)
  /	8
> Cc1nnc(SCc2cn3ccsc3n2)n(N)c1=O
  -2	15
> COc1cc(C2NC(=O)NC(O)(C(F)(F)F)C2C(=O)c2ccc(Cl)cc2)ccc1O (stereo unspecified)
  -8	-13
> Cc1cc(=O)oc2ccc(OCC(=O)N3CCC(C)CC3)cc12
  -9	-7
> COC(=O)c1c(CSc2ccc(C)c(C)c2)noc1C(=O)NCc1ccc(OC)cc1
  /	-3

Quoted from the listing.
Value for COc1cc(C2NC(=O)NC(O)(C(F)(F)F)C2C(=O)c2ccc(Cl)cc2)ccc1O (stereo unspecified) under RmlCD inh mix: -13
Value for O=C(c1cc2sccc2n1Cc1ccc(F)cc1)N1CCCc2ccccc21 under RmlCD inh mix: -13
Value for Cc1ccccc1OCCCCCNCCO under RT RNaseH block: -13
Value for O=C(NCc1ccco1)c1cc(-c2ccco2)on1 under RT RNaseH block: -7
Value for CCOc1ccc2[nH]cc(S(=O)(=O)c3ccc(F)cc3)c(=O)c2c1 under RT RNaseH block: 2

Part of the list above, with each value named:
Nc1cc(N)cc(-c2nc3ccccc3o2)c1
  RT RNaseH block: -6
  RmlCD inh mix: 6

O=C(c1cc2sccc2n1Cc1ccc(F)cc1)N1CCCc2ccccc21
  RT RNaseH block: /
  RmlCD inh mix: -13

Next section
Each structure is followed by: RT RNaseH block	RmlCD inh mix
> O=C(CN(Cc1ccccc1Cl)C(=O)Cn1nnc(-c2cccs2)n1)NCC1CCCO1 (stereo unspecified)
  -7	-12
> O=C(O)C[C@H]1c2ccccc2S(=O)(=O)N1C1CCCCC1
  /	-7
> CC(C)C(c1nnnn1C1CCCC1)N(C)C1CCCCC1 (stereo unspecified)
  -6	-15
> Nc1nc(CN2CCC(Cc3ccccc3)CC2)nc(Nc2ccccc2)n1
  /	-5
> Cc1cccc(NC(=O)CC2CCC2)c1
  3	18
> COCCNC(=O)CCc1ccc(S(=O)(=O)Nc2ccc(C)cc2)cc1
  /	-14
> COc1ccc(-c2cc(-c3ccc(F)cc3)nc(N3CCN(C)CC3)n2)cc1
  -5	-21

Source: PubChem (several laboratories)

The list is partial. The share of hits here may be higher or lower than overall.
